Screening results as filed in PubChem.
A549 tox: kills or reduces viability of A549 cells in Nrf2 counter-screen. 0.16% of 390,000 active. A549 ARE-Fluc cells, CellTiter-Fluor viability, 18-24 h. AID 504648. Potency, µM (series often up to 46 µM), for the others: at the top dose activity change, negative = cytotoxicity, usual class: inhibitors; also: potency is read from the fitted curve at half-maximal effect; % is scaled to controls: 0 for no effect and ±100 for the full control effect
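Cytotoxicity counterscreen: CellTiter-Fluor fluorescence was measured in A549 ARE_Fluc cells after 18-24 h of compound exposure in a concentration series. The subsequent BugLite luminescent read reports ARE-luciferase activity.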
ATXN viability: reduces viability in counter-screen for ATXN expression inhibitors; S2 cells (HEK-293 line with an ATXN2-luciferase reporter) viability, CellTiter-Fluor protease fluorescence, 24 h; Potency, µM (doses to about 56.7 µM), hits mostly cytotoxic; 0.49% of 400,000 active; AID 651635; also: potency is read from the fitted curve at half-maximal effect; nearly all actives have a fitted effect of over 40% in size
CCT modulator: cytosolic chaperonin activity modulation; purified chaperonin ATPase assay, HTRF ADP detection, 30 min; activity change, % (no concentration beside the values), hits read low; 0.3% of 360,000 active; in the data active = activity change below about -30%; also: % is scaled to controls: 0 for no effect and ±100 for the full control effect
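We incubate TRiC, 40 or 20 nM final, with library compounds at 76 uM and 10 uM ATP for 30 min at 37 °C. ADP formed is detected with Transcreener HTRF reagents after 30 min at room temperature.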
Nrf2 inh: inhibitors of Nrf2 signaling. 2.1% of 360,000 active. AID 504444. A549 ARE-Fluc reporter, luciferase luminescence, 18-24 h. Potency, µM (top dose mostly 46 µM), inactives show at the highest dose activity change, negative = inhibition, most hits filed as inhibitors; also: potency is read from the fitted curve at half-maximal effect; % is scaled to controls: 0 for no effect and ±100 for the full control effect; nearly all actives have a fitted effect of over 60% in size
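A549 ARE_Fluc cells, 5000/well, 5% FBS OPTI-MEM; compounds in dose-response, 18-24 h at 37 °C/5% CO2; CellTiter-Fluor viability read (Ex 405/Em 525), then BugLite luciferase luminescence = Nrf2 activity.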
Nrf2 activator: activators of Nrf2 (ARE) signaling; 0.31% of 410,000 active; AREc32 ARE-luciferase reporter (MCF7-derived line), luminescence, 24 h; Potency, µM (doses to about 46.1 µM), for inactives: at the top dose activation, hits mostly activators; also: potency is read from the fitted curve at half-maximal effect; % of control where 0% means no effect; nearly all actives have a fitted effect of over 65% in size
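AREc32 cells carrying an ARE-driven firefly luciferase, 1000 cells/well in OPTI-MEM with 5% FBS, dosed after overnight attachment and incubated 24 hr at 37 deg C. Steady-Glo luminescence read after 30 min at RT.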
pAkt inh: Akt phosphorylation inhibition; Neuro2A IGF-stimulated pAkt S473 HTRF, 20 min; stronger effect = lower value; activity change, % for hits at 50 µM; 0.32% of 360,000 active; in the data active = activity change below about -80%; inconclusive = mostly about -51% to -80%; also: % is scaled to controls: 0 for no effect and ±100 for the full control effect
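Single-point screen (50 µM final compound) in Neuro2A cells stimulated 20 min with 6 nM IGF at 37 deg C. After lysis, Ser473-phosphorylated Akt read by HTRF (ex 330 nm, em 615/665 nm) as the 665/615 ratio.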
HepG2 viability: counter-screen for TGF-b inhibitors: cytotoxicity in HepG2 cells | HepG2 CAGA-GFP viability, ATP luminescence, 18 h | Potency, µM (doses to about 46.1 µM), for inactives: at the top dose activity change, negative = cytotoxicity, hits mostly cytotoxic | 0.76% of 410,000 active; also: potency is read from the fitted curve at half-maximal effect; some results filed as inactive show a strong effect at the top dose
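HepG2 CAGA-GFP cells (1000/well, DMEM with 1% FBS) received compound, then TGF-beta at 500 pg/mL final, and were incubated 18 hours at 37 degrees C. Viability was read by CellTiter-Glo luminescence. Media-only wells were set as complete cell-killing and DMSO as no toxicity.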
Mm-Cpn inhibitor: M. maripaludis TRiC chaperonin inhibition; purified Mm-Cpn ATPase, ADP Transcreener TR-FRET; Potency, µM (top dose mostly 76.9 µM), without a hit: at the top dose activity, negative = inhibition, most hits filed as inhibitors; 0.031% of 330,000 active; AID 504842; also: potency is read from the fitted curve at half-maximal effect; % is scaled to controls: 0 for no effect and ±100 for the full control effect; nearly all actives have a fitted effect of over 80% in size
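TR-FRET (320 nm excitation; 590 and 665 nm emission) reports ADP made from 10 uM ATP by 25 nM enzyme; compounds were preincubated 10 min, reaction run 30 min, both at 37°C.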
TGFb SMAD3 inh: inhibitors of TGF-b signaling; AID 588855; 1.2% of 410,000 active; Potency, µM (highest dose often 46.1 µM), without a hit: at the highest dose activity, negative = inhibition, hits mostly inhibitors; HepG2 CAGA-GFP TGF-b/SMAD3 reporter, GFP fluorescence, 18 h; TGF-beta stimulated, 500 pg/mL final; also: potency is read from the fitted curve at half-maximal effect; % is scaled to controls: 0 for no effect and ±100 for the full control effect; nearly all actives have a fitted effect of over 65% in size
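Smad-responsive CAGA-GFP expression was quantified in HEPG2 cells exposed to compounds and 500 pg/mL final TGF-beta for 18 h at 37 degrees C; unstimulated wells defined full inhibition.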
* marks the source's active call; other numbers are inactive results; i = inactive; u = inconclusive; x = not tested or not shown; & = joins results of further samples. Unless noted, calls follow the shape of the dose curve; as a rule, active = well fitted curve in the direction sought with a large enough effect; inconclusive = small, poorly fitted or top-dose-only effect, or another doubt; inactive = no such curve, though single readings can be large; an effect the other way counts as inactive or inconclusive. Compounds were not picked by outcome; about 4.4% have a hit in one of these screens.

smiles | A549 tox | ATXN viability | CCT modulator | Nrf2 inh | Nrf2 activator | pAkt inh | HepG2 viability | Mm-Cpn inhibitor | TGFb SMAD3 inh
Cc1nn2c(nc(N3CCOCC3)c3ccccc32)c1C=C(C#N)C#N | 1% | i | -1.5 | 11% | -0.2% | i | 4% | 2% | 1%
Cc1cccc(CCN(CC(=O)NC2CCCCC2)C(=O)c2csnn2)c1 | -2% | i | 1.0 | -13% | 0.4% | i | 2% | -1% | -1%
Cc1ccc(CCNC(=O)c2cc3cc(S(=O)(=O)N4CCCCC4)ccc3n2C)cc1 | -2% | x | x | x | -1.3% | x | -4% | x | 0%
CCn1c2ccccc2c2cc(NC(=O)c3ccccc3[N+](=O)[O-])ccc21 | -20% | u | -0.9 | -18% | 0.6% | i | -6% | 0% | 22%
Cc1cccc(C(=O)Nc2cccc(OCc3cc(=O)n4cccc(C)c4n3)c2)c1 | 4% | x | x | x | 0.2% | x | -11% | x | 3%
CC(=O)Nc1ccc(NC(=O)C2CCN(C(=O)c3cccs3)CC2)cc1 | -1% | i | 2.1 | 2% | 0.0% | i | 9% | 6% | 1%
CCOc1ccc(S(=O)(=O)N=C(c2ccccc2)N2CCOCC2)cc1 | 8% | i | -1.2 | -8% | 1.8% | i | -5% | -3% | 1%
O=C1NC[C@H](CCCCN2C[C@H](Cc3ccccc3)N(CCC3CCCCC3)C(=O)C2=O)N(CCc2ccccc2)C1=O | x | u | -0.5 | x | 5.2% | i | x | x | x
CCNC(=O)NC(=O)C(C)Sc1nnc(COc2ccccc2Cl)o1 (stereo unspecified) | -12% | i | 2.6 | 8% | -0.8% | i | 6% | 1% | 5%
N/N=C(/Cc1nc2ccccc2[nH]1)c1ccc([N+](=O)[O-])cc1 | -4% | i | -0.2 | 2% | 25% | i | -1% | -13% | -20%
O=c1c2cc(N3CCOCC3)ccc2[nH]c(=S)n1CCCN1CCCCC1 | -14% | i | -0.6 | 9% | -0.3% | i | 23% | -5% | -17%
Cc1ccc(CNC(=O)CCC(=O)N2Cc3ccccc3Oc3ncccc32)cc1 | 2% | i | x | -4% | 0.1% | x | 0% | x | -4%
CCOC(=O)c1cc(OC(=O)c2ccc(OC)cc2)n(-c2ccccc2)n1 | 2% | i | x | 8% | -0.8% | x | 3% | x | 26%
CCOC(=O)c1cc(S(=O)(=O)N2CCOCC2)cn1C | -8% | i | -0.6 | -6% | -0.9% | i | -3% | 1% | 5%
COc1ccc(/C=C(/C#N)C(=O)Nc2ccccc2C)cc1C(=O)O | 0% | i | -0.3 | -15% | 3.2% | i | 3% | 1% | -6%
CC(=O)N1N=C(N)SC1c1ccc(Cl)c(Cl)c1 (stereo unspecified) | x | i | -1.4 | x | 0.4% | i | -8% | x | -4%
Cc1ccccc1Nc1ncnc2c1cnn2Cc1ccccc1 | 0% | i | 2.4 | u | 5.2% | i | -16% | 1% | -11%
Cc1cc(N)n(-c2ncnc3scc(-c4ccc(Cl)cc4)c23)n1 | 1% | i | -1.0 | -2% | 0.4% | -82%* | -20% | 3% | -1%
CC(=O)NC1C(=O)Nc2c1cccc2C(F)(F)F (stereo unspecified) | 12% | i | 1.3 | x | 0.4% | i | 8% | 2% | -8%
O=C1CC2c3ccccc3C1C1C(=O)N(CCc3ccccc3)C(=O)C21 (stereo unspecified) | 12% | i | -2.3 | 1% | -0.7% | i | -74% | 2% | -5%
CCCn1c(N)[n+](CC(=O)c2ccco2)c2ccccc21 | 1% | i | 1.5 | 5% | 6.6% | i | -13% | 0% | 7%
CCN1C(=O)[C@H]2[C@@H](c3ccc(-c4ccc(OC)cc4)cc3)N[C@@](CC(C)C)(C(=O)OC)[C@H]2C1=O | 18% | i | -1.3 | -2% | 0.0% | i | -5% | -9% | -8%
COc1ccc(S(=O)(=O)N2CCN(C(=O)c3cc(C)oc3C)CC2)cc1 | 0% | i | 1.5 | 2% | 2.6% | i | 7% | 0% | -22%
CC(=O)N(/N=C/c1ccc(C)cc1)c1nc(CCl)cs1 | 2% | i | -0.6 | 4% | -0.4% | i | -17% | -4% | -29%
O=C(CN1C(=O)NC2(CCCc3ccccc32)C1=O)c1ccccc1F (stereo unspecified) | -1% | i | -2.4 | -5% | 4.8% | i | -22% | 0% | 4%
COc1cc2c(cc1OC)C(C)=NCC2 | 10% | i | 2.6 | 29% | 2.0% | i | -19% | -3% | 13%
CCN1CCN(c2ncnc3scc(-c4ccc(C)cc4)c23)CC1 | 1% | i | -0.3 | 8% | 2.6% | i | -22% | -3% | -6%
CCOC(=O)C(Sc1n[nH]c(N)n1)c1ccccc1 (stereo unspecified) | 7% | i | 3.4 | x | -0.1% | i | 0% | 1% | 0%
Cn1c(CNc2nc3ccccc3n2CCN2CCCCC2)nc2ccccc21 | -3% | i | -0.2 | 8% | 2.0% | i | -30% | 1% | -10%
COc1ccc(CSc2ccc(-c3nc4ccccn4c3NCc3ccccc3)cc2OC)cc1 | -12% | i | 1.3 | -26% | -3.0% | i | -21% | -4% | u
COc1cc(OC)c(C(=O)/C=C/c2ccc(OCc3ccccc3)c(OC)c2)c(OC)c1 | -2% | i | -0.3 | u | u | i | 6% | -6% | 0%
O=C(CN1CCCC1)Nc1nnc(-c2cccs2)s1 | -5% | i | 2.3 | u | 11µM* | i | 8% | -1% | 0%
COc1ccc(-c2c(C(=O)O)c(C(=O)O)c3n2CCC3)cc1 | 3% | i | -1.9 | 11% | -0.2% | i | 5% | -3% | 0%
O=C(NCc1ccncc1)c1cnccn1 | -2% | i | 0.3 | 4% | -0.6% | i | 4% | 2% | -5%
Cc1ccc2c(COC(=O)CC3Sc4ccccc4NC3=O)cc(=O)oc2c1C (stereo unspecified) | 0% | i | -1.9 | 11% | 0.2% | i | 16% | -2% | -1%
CCN1/C(=C/c2ccc3ccccc3[n+]2CCCS(=O)(=O)[O-])C=Cc2cc(C)ccc21 | u | 18µM* | 0.9 | -19% | -0.2% | i | -15% | -3% | -21%
COc1ccc(CCNC(=O)CCCn2nc(C)n3ccnc3c2=O)cc1OC | -1% | i | 0.9 | 12% | 0.1% | i | -20% | 0% | -3%
CCCn1nnc2ccccc2c1=O | 13% | i | -2.0 | 1% | -0.3% | i | -15% | 0% | 13%
Cc1c(C#N)c2ccccc2n1CC(=O)O | 18% | i | -1.5 | -5% | 2.3% | i | -12% | -1% | -3%
CCOC(=O)c1cc(C#N)c(N)nc1C | 11% | i | -0.4 | x | 0.0% | i | 6% | -2% | -26%
NNC(=O)CCn1c2ccccc2c2ccccc21 | -9% | i | -1.9 | u | -0.9% | i | 8% | 1% | 20%
CCC1CCCCN1CCCNC(=O)c1ccc2c(c1)N(Cc1ccc(Cl)cc1)C(=O)c1ccccc1S2(=O)=O (stereo unspecified) | -10% | i | x | 16% | -3.7% | x | 11µM* | x | u
Cc1ccc(-n2ncc(C(=O)NCCc3c[nH]c4ccccc34)c2C2CCN(C(=O)OC(C)(C)C)CC2)cc1C | -23% | i | x | u | 0.7% | x | -24% | x | u
Cc1ccc(S(=O)(=O)N2[C@@H](c3ccc(Br)cc3)C(C(=O)O)=CC[C@H]2c2ccc3c(c2)OCO3)cc1 | -1% | i | 0.7 | -21% | -0.6% | i | -16% | 1% | 11%
COc1cccc(NC(=O)Cn2c(=O)n(CCC(=O)NCCc3ccc(Cl)cc3)c(=O)c3ccccc32)c1 | -2% | i | x | 10% | -0.4% | x | -24% | x | 4%
Cc1csc(=O)n1CC(=O)Nc1ccc(C(C)C)cc1 | -3% | i | 1.2 | 3% | 7.9% | i | -3% | -1% | -19%
Cc1ccc(NC(=O)N2CCC(c3ccccc3)C2)cc1C (stereo unspecified) | -1%&7% | i | 0.2 | u | -0.6%&0.3% | i | 1%&-11% | 0% | 0%&0%
CC(=O)Nc1ccc(S(=O)(=O)NCc2ccncc2)cc1 | 4% | i | -3.6 | -21% | 0.2% | i | -14% | -3% | 6%
Cn1nnnc1SCc1csc(Nc2ccccc2)n1 | -2% | i | -4.2 | -4% | 3.4% | i | 7% | 2% | 8%
COc1cccc(C(=O)Nc2ccc3c(c2)C(=O)N(CCC(=O)O)C3=O)c1 | -13% | i | 2.2 | -7% | -0.2% | i | 3% | 0% | 0%

Laid out differently: results already given.
Sequence of screens – A549 tox | ATXN viability | CCT modulator | Nrf2 inh | Nrf2 activator | pAkt inh | HepG2 viability | Mm-Cpn inhibitor | TGFb SMAD3 inh
COc1cccc(C(=O)Nc2ccc3c(c2)C(=O)N(CCC(=O)O)C3=O)c1
→ -13% | i | 2.2 | -7% | -0.2% | i | 3% | 0% | 0%
Cc1ccc2c(COC(=O)CC3Sc4ccccc4NC3=O)cc(=O)oc2c1C (stereo unspecified)
→ 0% | i | -1.9 | 11% | 0.2% | i | 16% | -2% | -1%

Following part:
smiles | A549 tox | ATXN viability | CCT modulator | Nrf2 inh | Nrf2 activator | pAkt inh | HepG2 viability | Mm-Cpn inhibitor | TGFb SMAD3 inh
O=C(Cn1nnc(-c2ccccc2)n1)Nc1cccc(S(=O)(=O)N2CCOCC2)c1 | -12% | i | 0.1 | u | -0.5% | i | -22% | 0% | 0%
NNC(=O)[C@H](Cc1ccccc1)NC(=O)NCCc1ccccc1 | 0% | i | -1.1 | -2% | -0.7% | i | 2% | 0% | -2%
CCOc1ccc(N(CC(=O)NCC2CCCO2)S(=O)(=O)c2ccc(Cl)cc2)cc1 (stereo unspecified) | -13% | i | -5.4 | -12% | -0.6% | i | -7% | 0% | 16%
CCOC(=O)/C(C#N)=C/Nc1ccccc1NS(=O)(=O)c1ccc2c(c1)OCCO2 | 7% | i | -1.3 | -19% | 0.2% | i | -10% | 2% | -13%
